HSF1 activator: increases HSF-1 driven luciferase reporter signal | NIH3T3-HGL HSF-1 luciferase reporter, MG132, 8 h; 100% = twice DMSO control signal | activation, % at 9 µM | actives 1.7% (n = 300,000) | AID 504408;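 active means mean replicate activation of at least 50% with a set share of replicates each reaching 50%; inconclusive means only one of those two conditions met; inactive means mean below 50% and too few replicates reaching it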;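 further: 0% = median of the neutral control wells and 100% = twice that signal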
HSF1 inhib: HSF1 inhibition | actives 0.77% (n = 300,000) | NIH3T3-HGL HSE-luciferase, MG132-induced, luminescence 8 h; hits give low values | activity change, negative = inhibition, % at 7.5 µM (by protocol);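 active means more than half of replicate wells show activity change below -50%, luminescence cut by over half; inconclusive means some wells, but at most half, below -50%; inactive means no replicate well below -50%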;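 further: luciferase reports HSF-1 transcriptional activity via heat shock element; 0% = median of DMSO wells and -100% = zero luminescence signal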
SKKanGAS inh: inhibitors of SKKanGAS S. pyogenes growth in kanamycin (SK-promoter or general growth effect); BacTiter-Glo, 6 h; inhibition, % at 7.5 µM; actives 1.3% (n = 300,000); AID 1662;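 active means mean replicate score, as percent of positive control median, at least 50; inconclusive means mean below 50 but one replicate at or above 50; inactive means mean and every replicate below 50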;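 further: strain carries kanamycin resistance gene driven by streptokinase promoter and grows in 40 µg/ml kanamycin; loss of luminescence reflects streptokinase promoter inhibition or plain growth inhibition; 0% = median of DMSO wells and 100% = positive control at its reference dose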
aSyn UTR inh: MLPCN primary screen, SNCA 5' untranslated region; alpha-synuclein 5'UTR reporter, inhibitor activity; inhibition, % (tested at 7.5 µM); actives 0.82% (n = 300,000); AID 1813; in the data active means inhibition above about 60%; inconclusive means no clear call, values can overlap the other calls;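 further: H4 neuroglioblastoma cells stably carrying SNCA 5'UTR luciferase fusion; 0% = DMSO wells and 100% = positive control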
AI-2 QS modul: Vibrio harveyi AI-2 quorum sensing modulation | actives 0.4% (n = 300,000) | AID 2094 | activity change, % at 7.5 µM | Vibrio harveyi JMH597 AI-2 luminescence/OD600 ratio, 9 h; hits give low values; strain lacks LuxN and CqsS sensors; 0 = neutral-control median; in the data active means activity change below about -75%, passing the limit was not always enough; inconclusive means no clear call, values can overlap the other calls;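 further: luminescence divided by OD600 gain over 9 h not by final OD600 alone; inactives centre near 13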
HIF activator: HIF pathway transcriptional activation. U2OS HRE-luciferase reporter, luminescence; normalized: DMSO 0%, desferrioxamine 100%. activation, % at 7.5 µM (by protocol). actives 0.32% (n = 300,000);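 active means mean activation of at least 10% of the iron chelator positive control signal, with at least half of replicates also reaching 10%; inconclusive means mean and replicate majority disagree about reaching 10%; inactive means mean and most replicates under 10%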
Platelet DG rel: platelet dense granule release activity. human platelet-rich plasma, SFLLRN dense granule ATP release, luminescence. inhibition, %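 (compounds screened at 7.5 µM in platelet-rich plasma)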. actives 0.22% (n = 300,000). AID 1663;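 active means mean replicate score, as percent of positive control, at or above 50; inconclusive means mean below 50 but at least one replicate at or above 50; inactive means mean and every replicate below 50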
IEC-6 tox: counter-screen for KLF5 inhibitors: cytotoxicity in IEC-6 cells; IEC-6 cytotoxicity, luminescence viability; inhibition, % at 5 µM; actives 0.78% (n = 290,000); AID 1825; in the data active means inhibition above about 22%;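 further: 0% = plate median of test compound wells and 100% = cytotoxic reference compound wells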
HSP90 inh: blocks HSP90-mediated luciferase refolding in reticulocyte lysate; Rabbit reticulocyte lysate, luciferase refolding luminescence, 3 h; inhibition, % at 5.6 µM; actives 0.91% (n = 290,000);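 active means inhibition above the screen-wide mean plus 3 SD, computed separately per campaign, cut at about 16% in these data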;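 further: 0% = DMSO wells and 100% = 60 µM geldanamycin wells; inhibitors lower the luminescence because luciferase stays unfolded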
KLF5 inh: kruppel-like factor 5 inhibition; actives 0.23% (n = 290,000); DLD-1 KLF5 promoter-luciferase reporter, luminescence; inhibition, % at 5 µM; AID 1700;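 active means inhibition above a per-plate limit of that plate's mean compound inhibition plus 3 SD, cut at about 60% in these data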;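 further: 0% = DMSO wells and 100% = LY294002 at 200 µM; higher means less KLF5 promoter-driven luciferase light; inactives centre near -14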
The depositor's hits bear a star; ? = inconclusive; . = no result given.

SMILES	HSF1 activator	HSF1 inhib	SKKanGAS inh	aSyn UTR inh	AI-2 QS modul	HIF activator	Platelet DG rel	IEC-6 tox	HSP90 inh	KLF5 inh
CC1CCCCN1CCCNC(=O)c1c(O)nc2ccccn2c1=O (configuration not stated)	-22	4	-5	1	16	0.5	11	-3	-1	-9
Cc1ccc(C(=O)Nc2ccon2)cc1S(=O)(=O)N1CCOCC1	-19	0	-1	11	20	0.0	10	-2	0	-2
O=C(COc1ccc2ccccc2c1Br)N1CCOCC1	-23	3	-5	-49	5	4.4	14	-2	4	-30
CCC1NC(=S)N(C2CCCCC2)C1=O (configuration not stated)	-5	-11	-2	-20	-13	0.0	-9	-1	-3	25
COCCN1C=C2C(=O)C(C)(OC(=O)c3cccs3)C(=O)C=C2C=C1CCCC(=O)OC (configuration not stated)	-10	-4	5	-18	41	-5.2	-11	.	.	.
CCC(=O)N(Cc1cc(=O)[nH]c2ccccc12)c1ccc(C)cc1	5	3	-11	21	4	-0.1	-14	0	-4	-22
Cc1cc(NC(=O)CSCc2ccc([N+](=O)[O-])cc2)no1	5	7	-4	-6	-1	0.3	-57	-2	-2	-12
COc1ccc(-n2nc(C(=O)NCC(=O)Nc3ccccn3)c3ccccc3c2=O)cc1Cl	6	1	-4	15	28	-1.7	5	3	1	-18
O=C(CSc1ncnc2nc[nH]c12)Nc1ccccc1C(F)(F)F	.	.	4	18	15	-0.2	-4	-3	1	-33
O=C1CCCC(=O)C1=C1SCCS1	-6	3	0	-12	29	0.6	8	1	-3	-34
Cc1ccn2c(=O)nc(SCC(=O)NCc3ccc(F)cc3)nc2c1	17	5	1	-16	32	-0.4	-8	.	.	.
N#C/C(=C\c1ccco1)C(=O)NCC1CCCO1 (configuration not stated)	9	3	0	-4	7	0.7	6	4	-6	-3
COc1ccc(CNC(=O)C2CCN(S(=O)(=O)N3CCOCC3)CC2)cc1	-4	5	-7	4	30	-0.2	-3	2	0	-29
Cc1cc(/C=C(/C#N)C(=O)O)c(C)n1CCC(C)C	6	5	6	0	18	0.0	-3	-5	3	-17
O=C(Nc1cc(Cl)ccc1N1CCCC1)C1=NN(c2ccccc2)C(=O)CC1	-6	0	-2	5	37	-2.0	-7	-1	2	-46
O=C(c1cccc(F)c1)N1CCc2ccccc2C1	50	6	-24	-38	-1	0.6	0	3	3	18
CCOC(=O)C1CCN(Cc2ccc3ccccc3c2)CC1	-1	-3	-1	14	24	-0.9	4	0	1	-19
O=C(O)c1ccc(C2NCC(c3ccccc3Cl)c3c2[nH]c2ccccc32)cc1 (configuration not stated)	5	2	-2	13	36	0.6	18	4	-4	-19
O=C(Nc1ccc(Cl)cc1)Nc1nc(-c2ccccc2O)cs1	6	1	61*	4	?	-0.2	5	1	1	1
O=C(CSc1nnc(-c2cccs2)o1)c1cccs1	38	13	-2	-57	7	3.2	2	-6	0	-91
OC(CN1CCOCC1)CN(c1ccccc1)c1ccccc1 (configuration not stated)	-15	2	0	-2	12	-0.2	10	1	-3	-12
CC(=O)NC(C(=O)c1ccccc1)N1CCCCC1 (configuration not stated)	-10	-3	3	0	-8	0.0	-11	4	4	-5
CN(CC(=O)Nc1ccc(F)cc1)C(=O)CCc1nc2sc3c(c2c(=O)[nH]1)CCCC3	-12	11	14	-1	6	-1.1	5	.	.	.
COC(=O)CCCC1=CC2=CC(=O)C(C)(OC(=O)c3cccs3)C(=O)C2=CN1c1cccc(C#N)c1 (configuration not stated)	7	1	3	3	24	1.0	12	.	.	.
O=C(N/C(=C/c1cccnc1)C(=O)N1CCOCC1)c1ccco1	3	-1	4	10	26	-0.2	1	1	-2	-24
SMILES	HSF1 activator	HSF1 inhib	SKKanGAS inh	aSyn UTR inh	AI-2 QS modul	HIF activator	Platelet DG rel	IEC-6 tox	HSP90 inh	KLF5 inh
CCOc1ccccc1CN1CCN(Cc2nc3ccccc3s2)CC1CCO (configuration not stated)	-7	-3	4	-17	30	-0.2	1	-1	-3	2
CCOc1ccc(NS(=O)(=O)c2cc3c4c(c2)C(C)C(=O)N4CCC3)cc1 (configuration not stated)	18	2	3	11	44	-0.5	3	-9	-2	-10
CCOC(=O)C(CC)/C(C)=N/NC(=O)c1ccccc1[N+](=O)[O-] (configuration not stated)	2	-5	-3	-5	27	-0.7	0	-2	0	4
COC(=O)c1ccccc1OC(=O)c1ccc(Br)o1	28	10	3	9	1	0.2	2	-2	-3	-2
O=C(CN1CCN(C(=O)N2CCCCC2)CC1)Nc1ccc(F)cc1	.	.	-2	-19	6	-0.1	3	2	-4	-17
O=C(Nc1ccc2c(c1)OCO2)c1cccc2c1C(=O)N(Cc1cccnc1)C2	-10	-2	22	-21	19	0.1	-3	-1	5	-35
CCOC(=O)/C=c1\s/c(=C\c2ccc(C(F)(F)F)cc2)c(=O)n1CC(=O)NCc1ccco1	40	13	3	-22	3	-0.4	2	3	6	-17
Cc1ccc2nc(Cl)c(C#N)cc2c1	1	6	2	11	3	1.3	-5	0	1	-15
COc1ccc(C(=O)Nc2ccc(C)cn2)c(OC)c1	-33	-37	3	115*	18	-3.4	25	-4	88*	54
CCOc1ccc(NC(=O)CSc2nc3ccccc3c(=O)n2CCNC(C)=O)cc1	-13	1	-1	23	21	-0.3	5	3	-2	-17
CC12CN(S(=O)(=O)c3ccccc3)CC(C)(CN(S(=O)(=O)c3ccccc3)C1)C2	-1	-2	-4	28	3	-0.4	1	-3	0	-40
O=c1c2ccccc2nnn1-c1ccc(Br)cc1	17	16	-5	-169	14	1.1	7	-5	-3	-100
CCCOc1ccc(/C=C2/C(=O)ON=C2C)cc1OCC	2	-1	0	-13	24	0.5	-2	-6	-3	-8
O=C(COC(=O)CNS(=O)(=O)c1ccc(F)c(F)c1F)Nc1ccc(OC(F)F)cc1	-7	-4	-1	-14	18	-0.1	-8	-4	1	-18
Cc1sc(NC(=O)c2ccco2)c(C(=O)c2ccc(Cl)cc2)c1C	-26	-17	-7	34	36	0.4	-8	4	1	-35
CCN(CC(=O)Nc1cc(Cl)ccc1C)C(=O)c1oc2ccc(OC)cc2c1C	5	7	41	-30	12	0.5	7	.	.	.
O=C(c1coc2ccc(O)c(CN3CCOCC3)c12)C1CC1	-12	1	10	-8	19	1.2	-2	-6	-4	-23
Cc1onc(-c2c(F)cccc2Cl)c1C(=O)N(C)CC(=O)Nc1cccc(F)c1	-4	-2	14	4	10	-0.3	13	.	.	.
COc1cccc(CNC(=O)COc2cc(O)c3c(c2)OC(C)(C)CC3=O)c1	0	-1	-3	9	17	-0.3	2	4	-2	-17
O=C(NC1CCCCC1)C1CCN(c2cnccn2)CC1	5	-2	3	24	30	0.3	1	-1	-2	-9
COC(=O)N(NC(=O)C(O)(c1ccccc1)c1ccccc1)c1ccccc1	-3	6	-3	5	16	1.4	28	0	3	3
COc1ccc(S(=O)(=O)N2CCCCCC2)cc1C(=O)N(C)Cc1ccc(C(C)(C)C)cc1	?	36	4	10	38	-0.3	-1	-2	-6	-4
O=C(O)C(Cc1ccccc1)N1Cc2ccccc2C1=O (configuration not stated)	-40	-25	3	9	8	-1.9	7	-9	2	-23
CC(=O)Cc1nsc(NC(=O)c2oc(-c3ccccc3Cl)cc2C)n1	4	-7	17	1	-7	-0.4	0	-6	-3	2
CCOc1ccc(NC(=O)CSc2nncc(=O)[nH]2)cc1	-11	-9	-1	-76	5	0.4	-3	-3	-1	-62
SMILES	HSF1 activator	HSF1 inhib	SKKanGAS inh	aSyn UTR inh	AI-2 QS modul	HIF activator	Platelet DG rel	IEC-6 tox	HSP90 inh	KLF5 inh
Cc1cc(=O)oc2c(C)c(OCC(=O)NCCc3ccc(S(N)(=O)=O)cc3)ccc12	-5	0	9	3	12	0.4	2	4	1	-15
CCn1cc(C(=O)NCc2ccccc2)c(=O)c2cc(F)c(N3CCN(C(=O)c4ccco4)CC3)cc21	6	-1	29	8	28	-0.7	7	3	6	4
Cc1c(C(=O)NCc2cccnc2)oc2ccccc12	-7	-1	-1	-8	32	-1.1	-1	0	3	0
CN1CCN(C(=O)CN2C(=O)COc3ccc(S(=O)(=O)N4CCOCC4)cc32)CC1	-12	-6	-4	8	7	-0.5	0	-1	8	-35
CCCn1c2ccc(F)cc2c2nnc(SCCN3CCCCC3)nc21	5	0	-1	24	8	1.4	-2	-1	4	7
O=C(/C=C/c1cccs1)Nc1ccc(S(=O)(=O)Nc2ncccn2)cc1	0	-3	2	9	6	0.0	5	2	3	1
CN(C)CCNC(=O)CN1C(=O)COc2ccc(C(C)(C)C)cc21	-75	-68*	-5	-19	5	-0.3	10	-2	-3	-14
CCN(CC(=O)NC1CCS(=O)(=O)C1)C(=O)COc1ccccc1-c1ccccc1 (configuration not stated)	3	1	-3	9	37	-0.1	5	2	3	-13
CNC(=S)N1N=C(c2ccc(C)cc2)CC1c1ccc(Cl)cc1 (configuration not stated)	7	8	6	-18	3	0.0	6	1	7	-10
C=CCc1c(C)nc(SC)nc1Nc1ccccc1	13	1	-1	-15	28	0.0	-5	-2	-2	-15

As a short view, part of the list above:
SMILES	HSF1 activator	HSF1 inhib	SKKanGAS inh	aSyn UTR inh	AI-2 QS modul	HIF activator	Platelet DG rel	IEC-6 tox	HSP90 inh	KLF5 inh
CN1CCN(C(=O)CN2C(=O)COc3ccc(S(=O)(=O)N4CCOCC4)cc32)CC1	-12	-6	-4	8	7	-0.5	0	-1	8	-35
CCCn1c2ccc(F)cc2c2nnc(SCCN3CCCCC3)nc21	5	0	-1	24	8	1.4	-2	-1	4	7
O=C(/C=C/c1cccs1)Nc1ccc(S(=O)(=O)Nc2ncccn2)cc1	0	-3	2	9	6	0.0	5	2	3	1
CN(C)CCNC(=O)CN1C(=O)COc2ccc(C(C)(C)C)cc21	-75	-68*	-5	-19	5	-0.3	10	-2	-3	-14
CCN(CC(=O)NC1CCS(=O)(=O)C1)C(=O)COc1ccccc1-c1ccccc1 (configuration not stated)	3	1	-3	9	37	-0.1	5	2	3	-13

Profiles, looked up by structure.
`CN1CCN(C(=O)CN2C(=O)COc3ccc(S(=O)(=O)N4CCOCC4)cc32)CC1` in the list: HSF1 activator = -12; HSF1 inhib = -6; SKKanGAS inh = -4; aSyn UTR inh = 8; AI-2 QS modul = 7; HIF activator = -0.5; Platelet DG rel = 0; IEC-6 tox = -1; HSP90 inh = 8; KLF5 inh = -35
`CCn1cc(C(=O)NCc2ccccc2)c(=O)c2cc(F)c(N3CCN(C(=O)c4ccco4)CC3)cc21` in the list: HSF1 activator = 6; HSF1 inhib = -1; SKKanGAS inh = 29; aSyn UTR inh = 8; AI-2 QS modul = 28; HIF activator = -0.7; Platelet DG rel = 7; IEC-6 tox = 3; HSP90 inh = 6; KLF5 inh = 4

Source: PubChem
